OX1R antag-1: OX1R (HCRTR1) antagonists, primary screen, fluorescence, CHO/OX1R cells, Fluo-8 calcium, orexin A; Orexin/Hypocretin receptor type 1 (Homo sapiens), O43613; Fluo-8 calcium fluorescence; inhibition, % at 5 µM; hit rate 0.43% among 330,000; AID 434989, 2010;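 active = inhibition above its plate's threshold, mean inhibition of all tested compounds on the plate plus 3 SD, cut at about 37% in these data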;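 also: 0% = orexin A challenge wells and 100% = SB-334867-A antagonist wells; not every result past the cut was called active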
Target sequence (O43613 whole entry, looked up): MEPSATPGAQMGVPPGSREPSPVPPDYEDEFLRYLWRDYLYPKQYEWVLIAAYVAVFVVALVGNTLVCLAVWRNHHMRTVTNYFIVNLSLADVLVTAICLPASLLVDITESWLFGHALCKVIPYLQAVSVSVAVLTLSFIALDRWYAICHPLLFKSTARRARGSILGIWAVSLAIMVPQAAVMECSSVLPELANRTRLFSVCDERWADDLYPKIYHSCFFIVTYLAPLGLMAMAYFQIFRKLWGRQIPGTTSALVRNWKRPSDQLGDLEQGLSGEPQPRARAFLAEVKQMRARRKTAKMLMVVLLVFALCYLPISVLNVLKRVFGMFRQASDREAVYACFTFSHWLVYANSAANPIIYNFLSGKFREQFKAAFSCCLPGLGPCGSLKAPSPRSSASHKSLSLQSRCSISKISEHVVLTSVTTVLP
OX1R antag-2: antagonists of human orexin 1 receptor (OX1R) | Orexin/Hypocretin receptor type 1 (Homo sapiens), O43613 | OX1R-expressing cells, FRET antagonist read-out | inhibition, % at 6.6 µM | hit rate 1.8% among 330,000 | AID 485270, 2010; in the data active = inhibition mostly above about 38%, no sharp cut-off; inactive = mostly below about 40%;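 also: 0% = agonist challenge alone and 100% = reference antagonist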
STK33 inh: inhibitors of purified STK33 kinase, primary screen, biochemical, ADP-Glo luminescence, homogeneous, cell-free; Serine/threonine-protein kinase 33 (Homo sapiens), Q9BYT3; MBP phosphorylation; inhibition, % at 10 µM; hit rate 0.073% among 320,000; AID 2661, 2010;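 active = inhibition at or above 25%, using the most active replicate where run in duplicate; inactive = inhibition below 25%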
Target sequence (Q9BYT3 whole entry, looked up): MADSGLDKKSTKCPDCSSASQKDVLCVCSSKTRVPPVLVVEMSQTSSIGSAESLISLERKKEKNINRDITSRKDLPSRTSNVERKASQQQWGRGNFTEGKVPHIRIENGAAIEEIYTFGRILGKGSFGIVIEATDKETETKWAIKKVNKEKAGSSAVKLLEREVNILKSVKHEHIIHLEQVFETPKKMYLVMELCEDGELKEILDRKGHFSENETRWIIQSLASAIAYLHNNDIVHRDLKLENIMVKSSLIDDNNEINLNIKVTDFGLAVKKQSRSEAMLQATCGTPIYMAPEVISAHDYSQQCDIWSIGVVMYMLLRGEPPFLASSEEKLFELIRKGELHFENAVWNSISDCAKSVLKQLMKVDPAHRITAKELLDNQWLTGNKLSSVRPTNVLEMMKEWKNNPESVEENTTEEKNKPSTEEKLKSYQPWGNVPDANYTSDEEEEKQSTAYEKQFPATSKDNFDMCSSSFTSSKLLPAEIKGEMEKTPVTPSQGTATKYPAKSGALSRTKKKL
* marks the source's active call; other numbers are inactive results; x = not tested or not shown. This is a random part of the collection. Share with any hit: about 2.2%.

Under each structure – OX1R antag-1, OX1R antag-2, STK33 inh
- COC(=O)C1=C(C)NC(=O)NC1c1ccsc1 (configuration not stated)
 : -13, 12, 0.8
- Cc1c(O[C@@H]2O[C@H](CO)[C@@H](O)[C@H](O)[C@H]2O)c(CO)c(O[C@@H]2O[C@H](CO)[C@@H](O)[C@H](O)[C@H]2O)c2c1O[C@@H](c1ccccc1)C[C@@H]2O
 : -2, 4, -1.9
- CCc1c(C)nc2ncnn2c1N1CCCC(C(=O)NCc2cccs2)C1 (configuration not stated)
 : -29, -3, -0.7
- CN1C(=S)SC(/[N+]([O-])=C\c2cccs2)C1(C)C (configuration not stated)
 : -8, 14, -0.2
- CCn1c(CN2CCN(c3cccc(C)c3C)CC2)n[nH]c1=S
 : -9, 8, -1.1
- Cc1ccc(C(=O)Nc2c(-c3cccs3)nc3cc(C)ccn23)cc1
 : -38, 4, 2.1
- Cc1nc2sc(C(=O)Nc3ccccc3)c(N)c2c(C)c1[N+](=O)[O-]
 : -15, 34, 0.6
- O=C(CSc1nc(=O)n2ccccc2n1)OCc1ccccc1
 : -7, 14, 0.3
- CC(=O)Nc1cccc(NC(=O)c2ccc3c(c2)CCN3S(C)(=O)=O)c1
 : -5, -6, 2.1
- COC(=O)c1ccc(NC(=O)C(=O)N2CCN(C(=S)Nc3ccccc3OC)CC2)cc1
 : -5, 2, -1.1
- CCOC(=O)C1(Cc2cccc(OC)c2)CCCN(Cc2cc(OC)c(O)c(OC)c2)C1 (configuration not stated)
 : -18, 12, -1.1
- CC1CCN(c2c(NCC3CCC(C(=O)NCCc4ccccc4)CC3)c(=O)c2=O)CC1 (configuration not stated)
 : 3, 8, -1.1
- Fc1cccc(-c2cc3nc4c(c(N5CCC6(CC5)OCCO6)n3n2)CCCC4)c1
 : -30, 30, x
- O=C(Nc1ccc2sc3ccccc3c(=O)c2c1)c1ccccc1Cl
 : 30, 86*, -0.8
- Cc1ccc2nc(NC(=O)c3ccccc3F)sc2c1
 : -9, 17, 0.2
- COC(=O)c1ccc(CSc2ncn[nH]2)o1
 : -3, 3, -0.1
- CCc1ccc(NC(=O)Nc2ccc3c(c2)CCC3)cc1
 : -19, 33, 2.5
- COc1cccc(Nc2ncnc3nc[nH]c23)c1
 : -9, 2, 8.9
- CSc1ccccc1NC(=O)Cn1nc([N+](=O)[O-])cc1C
 : -7, 15, -1.0
- O=c1c2sccc2nc(SCc2cc(=O)n3cc(Br)ccc3n2)n1Cc1ccccn1
 : -17, 10, 0.8
- O=C1NC(Cc2c[nH]c3ccccc23)C(=O)N1c1ccc(F)cc1 (configuration not stated)
 : -16, -6, -0.8
- O=C(NNC(=S)NC(=O)c1ccco1)c1ccc(F)cc1
 : 42, 0, -1.0
- Cc1cc(Cl)c(S(=O)(=O)Nc2cc(S(=O)(=O)N3CCOCC3)ccc2F)cc1OCC(N)=O
 : 1, 3, x
- Cc1ccc(C(=O)N2CCCC2)c(F)c1F
 : -7, 5, -0.2
- O=C(NCCCn1ccnc1)c1cc2c(s1)CCCCC2
 : -17, 2, -2.1
- CCn1cc(/C=C(\NC(=O)c2ccc(OC)c(OC)c2)C(=O)NCCN2CCOCC2)c2ccccc21
 : -31, 8, -0.7
- CN(C)c1ccc(NC(=O)c2cnsn2)cc1
 : -6, 6, -0.5
- O=C(NCc1ccccc1)c1ccc(-c2ccccc2F)o1
 : -12, 59*, 0.1
- COc1cccc(C(=O)OCC(=O)Nc2ccccc2N2CCOCC2)c1
 : -25, 24, -1.6
- COC1=C/C(=C/c2c(N)n3nc(CC(=O)N4CCCCC4)sc3nc2=O)C=CC1=O
 : -14, 3, 1.1
- CCN1CC2([N+](=O)[O-])CC=C(OC)C([N+](=O)[O-])(C1)C2 (configuration not stated)
 : 1, 11, x
- COC(=O)C1=C(C)NC(=O)/C1=C/c1ccc(CNS(=O)(=O)c2ccc(C)cc2)o1
 : -7, 15, 1.0
- COc1cccc(-c2nc(CCl)cs2)c1
 : -6, 20, 0.5
- Cc1cc2c3c(c1)C(C)(c1ccccc1)CC(C)(C)N3C(=O)C21C(C#N)=C(N)OC2=C1C(=O)CC(C)(C)C2 (configuration not stated)
 : -26, 13, -7.6
- COC(=O)c1cncc(O)c1
 : -23, 13, -0.1
- CCSc1ncc(Cl)c(C(=O)Nc2ccccc2)n1
 : -21, 16, x
- CCc1ccc(NS(=O)(=O)c2cccc3nsnc23)cc1
 : -22, 17, -0.1
- Cc1cc(NC(=O)COC(=O)C(Nc2ccc(C(F)(F)F)cc2Cl)C(C)C)no1 (configuration not stated)
 : 26, 9, -1.1
- COc1cc(SC)ccc1C(=O)N(Cc1ccccc1)c1ccccc1
 : -14, 41, -0.9
- Nc1c(Nc2ccccc2)c2ccccc2oc1=O
 : -19, 14, 0.7
- COCCNC(=O)/C(C#N)=C/C(C)=C/c1ccccc1
 : -19, 16, -1.5
- N#CCSc1nnc(-c2ccccc2)c(-c2ccccc2)n1
 : -21, 16, 0.0
- Cc1cc(C)cc(N2C(=O)C3CCCN3C2=S)c1 (configuration not stated)
 : -18, 5, -1.0
- c1ccc(Oc2cc(-c3ccccc3)ncn2)cc1
 : -15, 38, -0.6
- Cc1ccc(S(=O)(=O)NCCS(=O)(=O)N2CCN(c3ccc(F)cc3)CC2)cc1
 : -20, 12, -1.0
- OCCN1CCN(CC(O)COc2ccc3c(c2)OCO3)CC1 (configuration not stated)
 : -17, 18, -0.4
- COc1ccc(CCNc2ncnc3sccc23)cc1OC
 : 42*, 58, -0.8
- COc1cccc(CNC(=O)C2CC(=O)N(C3CCCCCCC3)C2)c1 (configuration not stated)
 : -19, 3, -1.4
- Cc1cccc(NC(=S)N(C)Cc2cn(C)c3ccccc23)c1
 : -11, 20, -0.2
- Cn1c(=O)c(C(=O)CN2CCN(Cc3ccc4c(c3)OCO4)CC2)c(N)n(Cc2ccccc2)c1=O
 : -24, 8, 0.0

Following part:
Under each structure – OX1R antag-1, OX1R antag-2, STK33 inh
- CCOC(=O)Cn1nc(C)c(NC(=O)COc2cccc(Cl)c2)c1C
 : -3, 4, -1.1
- O=C(c1cccs1)N(Cc1ccc(Cl)cc1)C1CCS(=O)(=O)C1 (configuration not stated)
 : -19, 3, -0.6
- Cc1cc(NC(=O)COc2ccccc2)ccc1Cl
 : -15, 23, -0.3
- O=S(=O)(NCc1ccccn1)c1ccc2ccccc2c1
 : -9, 14, 1.0
- O=C(NCCc1ccccc1)C(=O)NCC1CCNCC1
 : -4, 6, x
- Cc1ccc(C)c(S(=O)(=O)N2CCN(C(=O)CCc3nc4ccccc4c(=O)[nH]3)CC2)c1
 : -27, 10, -0.7
- CCNc1nc(NC(C)C)nc(N(C#N)CCOc2ccccc2)n1
 : -31, 38, -0.3
- Cc1ccc(C2NC(c3ccc(C)cc3)C(C)C(=O)C2C)cc1 (configuration not stated)
 : -33, 6, 0.2
- COC(=O)c1[nH]c(C)c(/C(O)=C2\C(=O)C(=O)N(CCCN3CCOCC3)C2c2ccccn2)c1C (configuration not stated)
 : -1, 18, -0.2
- COc1ccc(CCNC(=O)CSc2nnnn2-c2ccccc2OC)cc1OC
 : -31, 25, 0.0
- COCCSc1nc2c(c(=O)[nH]c(=O)n2C)n1CCCc1ccccc1
 : -5, 4, -1.0
- CN(Cc1cccc(F)c1)CC(O)COCc1ccccc1Cl (configuration not stated)
 : -18, 19, -1.2
- Cc1noc(C)c1COc1ccc(C(=O)OCc2nnc(-c3ccc(Cl)cc3)o2)cc1
 : 54*, 39, -0.3
- CC1CCCCN1C(=O)CN1C(=O)c2ccccc2S1(=O)=O (configuration not stated)
 : -14, 23, -1.1
- COc1cccc(NC(=O)N(CCCN2CCOCC2)C(C)c2cc3cccc(OC)c3o2)c1 (configuration not stated)
 : -53, 11, -0.4
- CC(C)=CCc1c2c(c3occ(-c4ccc(O)cc4)c(=O)c3c1O)C=CC(C)(C)O2
 : 5, 4, 0.2
- O=C(CN1CCC(C(=O)c2cccc(Cl)c2)CC1)Nc1cccc(C(=O)O)c1
 : 3, 25, 0.1
- O=C(CSc1n[nH]c(=O)n1-c1cccnc1)N1CCOCC1
 : -6, 5, -1.5
- COc1ccc(S(=O)(=O)N2CCOC2CNC(=O)C(=O)NCc2ccccc2OC)cc1 (configuration not stated)
 : 8, 13, 1.8
- Cc1cccc(CN2CCN(Cc3cnn(-c4ccccc4F)c3)CC2CCO)n1 (configuration not stated)
 : -34, 10, -1.4

2 of the compounds above, with the structure last:
OX1R antag-1,OX1R antag-2,STK33 inh,smiles
-30,30,x,Fc1cccc(-c2cc3nc4c(c(N5CCC6(CC5)OCCO6)n3n2)CCCC4)c1
30,86*,-0.8,O=C(Nc1ccc2sc3ccccc3c(=O)c2c1)c1ccccc1Cl

Later entries:
Under each structure – OX1R antag-1, OX1R antag-2, STK33 inh
- CN(Cc1ccccc1)C(=O)C1CCN(S(=O)(=O)c2cc([N+](=O)[O-])ccc2Cl)CC1
 : -7, 16, -0.1
- Cc1ccc(CC(=O)N2CCN(c3ccccn3)CC2)cc1
 : -18, 25, -1.0
- COc1cccc(C(=O)NNC(=O)c2ccccc2Br)c1
 : -6, 8, -1.8
- C/C(=N\NC(=S)Nc1cccc(C)c1)c1ccccc1
 : -9, 10, -2.1
- O=C(Cc1ccc(-n2cccc2)cc1)N1CCc2ccccc21
 : -1, 20, 0.2
- COCCC(=O)N1CCC(Oc2ccc(C(=O)N3CCCC(CCCO)C3)cc2)CC1 (configuration not stated)
 : -12, 25, 3.6
- CCCCOc1ccc(C(=O)NCC(=O)OCC(=O)c2c(N)n(C)c(=O)n(C)c2=O)cc1
 : -31, 4, 6.5
- COc1ccc(C(=O)C(/C=N/O)=N/Nc2ccc(F)cc2)cc1
 : 0, 64, -2.2
- CCOC(=O)c1cccc(NC(=O)CS(=O)(=O)Cc2nc(-c3cccc(OC)c3)oc2C)c1
 : 6, 33, -0.3
- CCC(C)NC(=O)CSc1nnc(-c2ccncc2)n1-c1ccc(OC)cc1 (configuration not stated)
 : -19, 2, -0.8

Shown field by field: part of the list above
CN(Cc1ccccc1)C(=O)C1CCN(S(=O)(=O)c2cc([N+](=O)[O-])ccc2Cl)CC1
  OX1R antag-1: -7 | OX1R antag-2: 16 | STK33 inh: -0.1
Cc1ccc(CC(=O)N2CCN(c3ccccn3)CC2)cc1
  OX1R antag-1: -18 | OX1R antag-2: 25 | STK33 inh: -1.0
COc1cccc(C(=O)NNC(=O)c2ccccc2Br)c1
  OX1R antag-1: -6 | OX1R antag-2: 8 | STK33 inh: -1.8

The listing continues:
Under each structure – OX1R antag-1, OX1R antag-2, STK33 inh
- CCOc1ccc(CC(=O)Nc2ccc(-c3ccc4nnc(C)n4n3)cc2)cc1
 : -23, 13, -1.3
- O=C(Cc1ccccc1)NCC(=O)N1CCCCCC1
 : -15, 13, -0.5
- COc1cccc(CN2CCC(n3nccc3NC(=O)CCOc3ccccc3)CC2)c1
 : -29, 19, -1.0
- CC(=O)N1CCN(CCN=CC2=C(O)CC(c3ccco3)CC2=O)CC1 (configuration not stated)
 : 1, 2, -0.3
- O=C1/C(=C/c2ccc(O)cc2)CCc2ccc([N+](=O)[O-])cc21
 : -4, 16, -0.4
- COc1cccc(CC(NC(C)=O)C(=O)NC2CCN(S(=O)(=O)c3ccc(NC(C)=O)cc3)CC2)c1 (configuration not stated)
 : -16, 10, -1.2
- COc1cc([N+](=O)[O-])ccc1NC(=O)Cn1ccsc1=N
 : -10, 29, 0.2
- COC(=O)CN(C)C1CC(=O)N(c2ccc(Cl)cc2)C1=O (configuration not stated)
 : -19, 10, -1.6
- Cc1ccc(C(=O)Oc2cccc(NC(=O)c3ccco3)c2)cc1S(=O)(=O)N1CCC(C)CC1
 : -18, 11, -1.5
- Cc1cc(=O)oc2cc(OCCC[n+]3ccccc3)ccc12
 : -4, 7, -0.4
- COC(=O)c1ccc(C)c(-n2c(=O)n(Cc3ccccc3)c(=O)c3[nH]cnc32)c1
 : -34, -5, -1.8
- COC(=O)CS(=O)(=O)c1cc([N+](=O)[O-])ccc1NC(=O)OC
 : -23, 17, -1.2
- COc1ccc(CNC(=O)C2COc3ccccc3O2)cc1 (configuration not stated)
 : -2, 27, -1.7
- CC(C)Cc1nnc(NC(=O)CCC(=O)NC2CCCCCC2)s1
 : -23, 12, -0.8
- CC(=O)c1ccc(S(=O)(=O)N(CCCO)Cc2cc3cc(C)ccc3[nH]c2=O)cc1
 : -18, 4, -0.1
- O=C(CSc1ccc(-c2ccc(-n3cccn3)cc2)nn1)Nc1ccc([N+](=O)[O-])cc1
 : -14, 12, 0.1
- O=C(CSc1ccc2nnc(-c3ccccn3)n2n1)Nc1ccccc1F
 : -8, 11, 1.1
- Cc1cccc(N2CCN(S(=O)(=O)c3ccc4c(c3)CCN4C(=O)CCC(=O)O)CC2C)c1 (configuration not stated)
 : -7, 10, -0.7
- CCOc1ccc(S(=O)(=O)NCCC(=O)N2CCCCCCC2)cc1
 : -21, 18, x
- Cc1ccc(/C=[N+](\[O-])c2ccccc2C)o1
 : -8, 12, -0.2
- CCOc1ccccc1NC(=O)c1cccc(N2C(=O)CCC2=O)c1
 : -1, 5, 0.8
- CCOC(=O)c1ccc(NC(=O)c2nc(SC)ncc2Cl)cc1
 : -16, 1, 0.9
- COc1cccc(C(=O)Nc2nnc(SCC(=O)Nc3ccc(NC(C)=O)cc3)s2)c1
 : -27, 33, -0.4
- O=C(NC(=S)NCc1ccco1)c1ccc(Br)cc1
 : -15, 32, 0.1
- CN1C=CC2=C(C#N)C(N)C(C#N)(C#N)C(c3ccccc3)C2C1 (configuration not stated)
 : 1, 14, 0.5
- CCOc1ccc(NC(=O)c2ccc(NC(=O)CN3C(=O)C(=O)N(CC(C)C)C3=O)cc2)cc1
 : -6, 13, 1.2

Screening results deposited in PubChem BioAssay by several laboratories.
